Screening results deposited in PubChem BioAssay by several laboratories.
Rad51 HR inh – human RAD51 strand exchange inhibitors, primary screen, biochemical, fluorescence. DNA repair protein RAD51 homolog 1 (Homo sapiens), Q06609. hRad51 DNA strand exchange, fluorescence dequenching. inhibition, % at 10 µM. actives 0.085% (n = 200,000);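 active = inhibition above 40% at the single screening dose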;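 note: 0% = DMSO control wells and 100% = blanks with heterologous ssDNA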
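Test system: preformed human Rad51 ssDNA filaments. Compound dosing: single dose, 10 µM final compound. Incubation: filaments 15 min 37 °C, then compound 30 min. Technique: FRET fluorescence dequenching, excitation 485 nm, emission 520 nm. Read-out basis: percent inhibition from fluorescence, normalised to plate control and blank means. Benchmarks: plate controls and plate blanks.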
FXIa inh 1536 – human FXIa protease inhibitors, primary screen, biochemical, 1536-well; purified FXIa, Boc-Glu-Ala-Arg-AMC fluorogenic substrate; inhibition, % at 5 µM; actives 0.14% (n = 220,000);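 active = inhibition of at least 40%; inactive = inhibition below 40%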;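 note: fluorescence of freed AMC excited at 355 nm; 0% = enzyme without compound and 100% = no enzyme blank; many of its hits are not listed in these tables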
Furin inhibitor – human furin inhibitors, primary screen, biochemical, fluorescence intensity; P09958; purified furin, fluorogenic substrate cleavage; inhibition, % at 30 µM; actives 0.061% (n = 220,000); AID 463115, 2010; in the data active = inhibition above about 25%; note: inactives centre near -15
Target sequence (P09958 108-714 limits assumed): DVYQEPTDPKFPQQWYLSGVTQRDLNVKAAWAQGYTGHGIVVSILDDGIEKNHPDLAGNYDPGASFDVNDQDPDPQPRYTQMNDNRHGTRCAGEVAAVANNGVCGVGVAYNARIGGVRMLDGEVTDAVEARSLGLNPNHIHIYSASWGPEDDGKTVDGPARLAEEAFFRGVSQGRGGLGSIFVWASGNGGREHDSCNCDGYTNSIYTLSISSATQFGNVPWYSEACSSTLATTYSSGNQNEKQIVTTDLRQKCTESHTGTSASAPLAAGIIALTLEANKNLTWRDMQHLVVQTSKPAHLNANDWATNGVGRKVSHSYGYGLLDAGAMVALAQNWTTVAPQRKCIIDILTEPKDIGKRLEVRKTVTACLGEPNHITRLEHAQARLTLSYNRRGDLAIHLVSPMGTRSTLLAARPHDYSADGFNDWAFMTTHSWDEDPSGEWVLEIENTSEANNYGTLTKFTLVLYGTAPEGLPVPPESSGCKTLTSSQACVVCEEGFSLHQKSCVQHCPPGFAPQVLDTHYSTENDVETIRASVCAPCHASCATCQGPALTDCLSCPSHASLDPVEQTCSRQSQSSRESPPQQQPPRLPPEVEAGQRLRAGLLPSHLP
Thrombin inh – human alpha-thrombin inhibitors, primary screen, counter-screen for coagulation protease inhibitor project, biochemical, 1536-well, fluorogenic AMC substrate | Prothrombin (Homo sapiens), P00734 | Boc-VPR-AMC fluorogenic substrate cleavage | inhibition, % at 5 µM | actives 0.26% (n = 220,000);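 active = inhibition at or above 40%; inactive = inhibition below 40%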;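 note: 0% = enzyme with no compound and 100% = wells without enzyme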
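Material: human alpha-thrombin enzyme / Medium: pH 7.5 Tris (50 mM) with NaCl 150 mM, Tween 20 0.05% / Compound: single-point dosing at 5 µM, 0.2% DMSO / Incubation: enzyme reaction carried out at room temperature / Detection: AMC fluorescence, 355/460 nm / Read-out basis: percent inhibition scaled between no-compound controls and no-enzyme blanks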
FXIIa inh – human FXIIa protease inhibitors, primary screen, biochemical, 1536-well; inhibition, % at 5 µM; Coagulation factor XII (Homo sapiens), P00748; actives 0.3% (n = 220,000); purified FXIIa, Boc-QGR-AMC fluorogenic substrate, 2 h; AID 800, 2007; in the data active = inhibition above about 40%;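 note: 0% = enzyme with no compound and 100% = blank without enzyme; many of its hits are not listed in these tables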
KCC2 mod – KCC2 cotransporter modulators, thallium flux, primary screen, cell-based, HEK293 KCC2, FluoZin-2 fluorescence, MLSMR; Solute carrier family 12 member 5 (Homo sapiens), Q9H2X9; actives 2.2% (n = 190,000); B-score of Tl+ flux slope (higher = more flux/activation; lower = inhibition) at 10 µM; KCC2 cells, thallium flux FluoZin-2 fluorescence;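 active = thallium flux slope and its plate-corrected score both differing from the plate sample mean at a set confidence after two filtering rounds, in either direction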;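 note: slope of fluorescence scaled to starting intensity during 10 to 20 s after thallium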
KLK5 inh – human KLK5 protease inhibitors, primary screen, biochemical, 1536-well; Kallikrein-5 (Homo sapiens), Q9Y337; recombinant hK5, fluorogenic AMC substrate cleavage; inhibition, % at 5 µM; actives 0.59% (n = 210,000); AID 873, 2007;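 active = inhibition of 40% or more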;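 note: 0% = enzyme controls without compound and 100% = no-enzyme blanks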
Target sequence (Q9Y337 67-293 limits assumed): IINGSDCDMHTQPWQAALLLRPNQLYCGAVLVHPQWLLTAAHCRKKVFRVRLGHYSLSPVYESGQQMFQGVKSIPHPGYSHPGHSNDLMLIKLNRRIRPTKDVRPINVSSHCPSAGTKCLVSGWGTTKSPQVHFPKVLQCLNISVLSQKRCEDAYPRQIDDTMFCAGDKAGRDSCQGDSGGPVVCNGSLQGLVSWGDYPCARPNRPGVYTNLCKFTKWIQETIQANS
Calpain2 inh – inhibitors of pig calpain II, primary screen, biochemical, fluorogenic peptide substrate, 1536-well; purified calpain II, 30 min; inhibition, % at 16 µM; actives 0.37% (n = 220,000); AID 1236, 2008;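 active = inhibition above about 50%, limit read from the data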
PERK inh – block of dimerizer-induced PERK translation repression, primary screen, PERK inhibitor project, CHO PERK-DD cells, SEAP luminescence, HTS; AID 1416, 2008; inhibition, % at 5.6 µM; CHO PERK-DD fusion, SEAP luminescence translation reporter; Eukaryotic translation initiation factor 2-alpha kinase 3 (Homo sapiens), Q9NZJ5; actives 0.17% (n = 220,000);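 active = inhibition above the mean inhibition of all tested compounds plus 3 SD, set separately per screening campaign, cut at about 2.9% in these data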;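 note: PERK kinase domain activated by AP20187 dimerizer at 100 nM; 0% = DMSO with dimerizer and 100% = rapamycin at 8.4 µM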
Starred values were filed as active, the others as inactive; i = inactive; x = no result given; [ ] = another dose, or the depositor's remark.

SMILES | Rad51 HR inh | FXIa inh 1536 | Furin inhibitor | Thrombin inh | FXIIa inh | KCC2 mod | KLK5 inh | Calpain2 inh | PERK inh
CC(=O)c1ccc([C@H]2C[C@@]34CN(C(=O)OC(C)(C)C)S(=O)(=O)[C@H]3C[C@H]2O4)cc1 | 1.4 | 2.3 | -26.5 | 5.0 | 9.1 | -0.0223 | 3.4 | -12.2 | x
CCOc1ncccc1C(=O)N1CCCSC1=Nc1ccc(C(C)=O)cc1 | 3.7 | 0.1 | -15.0 | 1.5 | 2.8 | -0.423 | -11.9 | 21.6 | 1.0
Cc1cc(C)c(C(N)=O)c(Nc2cccc(Cl)c2)n1 | 1.9 | 1.5 | -14.6[20 µM] | -0.1 | 11.8 | -0.382 | -7.3 | -16.1 | 0.7
N#CCCNC(=O)CCN1CCOCC1 | 9.0 | -2.8 | -20.1 | 0.7 | 11.4 | 1.08 | -2.1 | -11.6 | 1.1
COc1cc(C2C3=C(CC(C)(C)CC3=O)Nc3c2c(=O)[nH]c(=O)n3Cc2ccccc2)ccc1O (stereo unspecified) | x | 6.5 | -25.8 | -2.3 | 10.7 | -0.853 | -10.4 | -14.1 | 0.2
COc1nc(NC(C)(C)C)nc(Oc2ccc(=O)n(-c3ccccc3)n2)n1 | 3.2 | -2.6 | -15.9 | -3.8 | 6.8 | -0.951 | -11.4 | -35.6 | -0.7
CC(C)(Cc1nc2ccccc2[nH]1)C(=O)O | 0.3 | -3.9 | -22.7[20 µM] | -4.4 | 0.1 | x | -3.6 | -13.6 | 0.1
CC1(C)Cc2c(cnn2-c2ccccc2)C(=O)/C1=N\NC(=O)c1ccccc1N | -7.2 | 2.8 | -20.0[20 µM] | 4.4 | 7.5 | 0.109 | -7.3 | 2.4 | -0.1
COCCN(Cc1cc2c(C)cc(C)cc2nc1Cl)C(=O)c1ccccc1F | -3.8 | 8.5 | 0.2 | 15.4 | 5.2 | -0.00241 | 6.5 | 36.4 | 0.1
Cc1c(O)ccc(-c2[nH]ncc2-c2nc3ccccc3s2)c1O | 1.5 | 1.6 | -16.2[20 µM] | -7.7 | 0.7 | -1.92 | -19.4 | 15.9 | -0.1
O=c1[nH][nH]cc1C=Nc1ccccc1O | -2.4 | 4.9 | -10.2[20 µM] | 4.2 | 12.8 | x | -57.9 | 19.9 | -0.6
COC(=O)[C@H](CCSC)NC(=O)NCc1ccccc1F | 2.9 | 1.1 | -14.2[20 µM] | 2.1 | 16.0 | 0.379 | -22.2 | -15.7 | 0.5
Cc1cc(=O)n2[nH]c(COc3ccccc3)nc2n1 | -1.8 | -1.5 | -15.0[20 µM] | 1.7 | 13.7 | x | -15.8 | 3.9 | 0.9
O=C(Cn1c(=O)c2c(ncn2Cc2ccccc2)n(Cc2ccccc2)c1=O)N1CCCC1 | 20.1 | 2.8 | -6.5 | -0.1 | 14.1 | x | 13.2 | -27.4 | -1.2
CC1CCN(c2nc3c(cc2C#N)COC(C)(C)C3)CC1 | -4.4 | -4.1 | -37.3 | -10.4 | 1.9 | 0.489 | -3.1 | -316.6 | 0.4
O=C(c1cccs1)n1nc(-c2ccccc2)nc1NCc1ccco1 | -1.0 | -3.8 | -9.1[20 µM] | 9.8 | 3.0 | -0.227 | 2.0 | -3.0 | 1.4
COc1ccc(CNC(=O)c2ccc(NS(=O)(=O)c3c(C)noc3C)cc2)cc1 | -1.2 | -15.4 | -23.5 | 0.9 | 9.7 | -0.108 | -21.1 | -0.9 | 0.1
CCC/C(=N\NC(=O)CNC(=O)c1ccc(Cl)cc1)c1ccccc1 | -3.2 | -4.1 | -22.2 | 1.0 | 7.0 | 0.668 | -10.5 | 1.1 | -0.3
CCCCN(CCCC)S(=O)(=O)c1ccc(SCC(=O)OCC)c([N+](=O)[O-])c1 | 7.7 | 0.8 | -0.3[20 µM] | 3.7 | 11.9 | -1.01 | -4.3 | 8.2 | 0.2
COC(=O)C1CC(O)CN1C(=O)Nc1cccc(C(F)(F)F)c1 (stereo unspecified) | 22.2 | 0.9 | -16.3 | 0.6 | 11.8 | 0.505 | 0.6 | 2.9 | 1.8
O=C1CCC(=O)N1CN(C(=O)c1ccco1)c1ccccc1 | -6.0 | -3.1 | -24.2 | 0.6 | 11.0 | 0.649 | -10.0 | -2.9 | 1.3
NC1=NC(=O)C(Cc2cccc(Cl)c2)S1 (stereo unspecified) | 1.2 | -4.0 | -23.1 | -9.8 | 0.9 | -1.58 | -17.2 | -8.3 | 1.0
O=C(COc1ccccc1)Nc1nnc(-c2ccc3c(c2)CCCC3)o1 | 6.0 | 9.9 | -23.0 | -0.6 | 15.8 | 8.82* | -44.3 | -90.8 | 0.6
Cc1cc(C)n2nc(C(=O)OCC(=O)c3c[nH]c4ccccc34)nc2n1 | 3.2 | -4.9 | -13.3 | -13.4 | 2.0 | -0.141 | x | 16.1 | 0.0
Cc1ccc(C)c(S(=O)(=O)Nc2nc(C)c(C(=O)Nc3ccccc3)s2)c1 | x | 4.2 | -13.6 | 4.6 | 9.9 | 0.622 | -2.2 | -4.6 | 1.2
CCOc1ccc(OCCn2ccnc2)cc1 | -8.7 | 3.1 | -18.1 | -7.1 | 15.3 | 0.507 | 1.5 | 2.2 | 0.3
C=CCC1c2cccc(C(=O)O)c2C(=O)N1c1cccc(OC)c1 (stereo unspecified) | 0.3 | -2.6 | -22.5 | 2.4 | 12.7 | -0.222 | -18.7 | -1.5 | 0.1
CCOC1=C/C(=C/c2c(N)n3oc(C)cc3nc2=O)C=CC1=O | x | 1.8 | -12.8 | -3.5 | 6.4 | 0.0431 | x | -7.3 | 1.2
CCOC(=O)C1=C(C)OC(N)=C(C#N)C1c1cc2ccccc2nc1N1CCCCC1 (stereo unspecified) | -3.7 | 6.8 | -5.0 | -0.3 | 14.6 | 0.418 | 2.4 | -96.8 | -1.2
COc1ccc(C2C=C(c3ccccc3)Nc3nc(CCCO)nn32)cc1 (stereo unspecified) | -4.1 | 5.2 | 3.5[20 µM] | 2.3 | 8.2 | x | -11.5 | i | -0.4
CCCc1[nH]nc2c1C(c1ccc(OC)c(Cn3nc(C)c(Br)c3C)c1)C(C#N)=C(N)O2 (stereo unspecified) | -8.8 | -4.0 | -21.9[20 µM] | -5.5 | 10.4 | -1.12 | 13.2 | -46.2 | 0.1
CN(C)C(=O)CN1CCN(c2nc3nonc3nc2N2CCCCC2)CC1 | x | -1.0 | -13.7 | -0.9 | 6.1 | -1.14 | x | -4.5 | 0.4
CCOC(=O)C1C(=O)CC(C)(O)C(C(=O)OCC)C1c1cccc(OC(F)(F)C(F)F)c1 (stereo unspecified) | -5.2 | -9.1 | -18.4 | -8.9 | -16.3 | -0.185 | 2.3 | 16.8 | 0.4
O=C(CSc1nnc(COc2cccc3cccnc23)o1)c1ccc(F)cc1 | 3.9 | 0.1 | -21.0 | 2.3 | 6.2 | x | -3.9 | -42.6 | -1.3
CN(C)c1ccc(-c2nn3c(-c4ccccc4Cl)nnc3s2)cc1 | 2.5 | -4.7 | -22.2 | 3.9 | 4.3 | -1.99 | -2.9 | -214.1 | -0.3
Cc1c(Br)c([N+](=O)[O-])nn1CC(=O)N1CCCc2ccccc21 | 2.4 | -4.1 | -1.3 | -9.7 | -18.1 | 0.404 | -15.3 | -5.8 | -0.4
CCOC(=O)c1c(NC(=S)NC(=O)c2ccc(Cn3cc(Cl)cn3)o2)sc2c1CCC(C)C2 (stereo unspecified) | 3.9 | 5.3 | -2.5[20 µM] | 3.1 | 15.7 | 0.558 | -8.8 | 4.0 | 1.1
Cc1ccc(Cl)cc1NC(=S)N(CCCN1CCOCC1)Cc1ccco1 | -6.2 | -0.2 | -25.3 | -0.3 | 12.6 | -0.56 | 2.2 | -7.5 | -0.5
Cc1[nH]n(-c2ncc(-c3ccccc3)s2)c(=O)c1C(c1ccc(Cl)cc1)C(C#N)C#N (stereo unspecified) | 0.7 | 5.8 | -20.2 | -1.1 | 4.5 | -1.97 | -19.5 | -49.9 | 1.3
O=S(=O)(c1ccc(OCC(O)CN2CCN(c3ccccc3O)CC2)cc1)N1CCOCC1 (stereo unspecified) | -9.7 | -4.3 | -33.7 | -3.0 | 3.5 | 0.908 | 2.6 | 16.2 | 0.5

At a glance, some entries already given:
SMILES | Rad51 HR inh | FXIa inh 1536 | Furin inhibitor | Thrombin inh | FXIIa inh | KCC2 mod | KLK5 inh | Calpain2 inh | PERK inh
O=C1CCC(=O)N1CN(C(=O)c1ccco1)c1ccccc1 | -6.0 | -3.1 | -24.2 | 0.6 | 11.0 | 0.649 | -10.0 | -2.9 | 1.3
NC1=NC(=O)C(Cc2cccc(Cl)c2)S1 (stereo unspecified) | 1.2 | -4.0 | -23.1 | -9.8 | 0.9 | -1.58 | -17.2 | -8.3 | 1.0
O=C(COc1ccccc1)Nc1nnc(-c2ccc3c(c2)CCCC3)o1 | 6.0 | 9.9 | -23.0 | -0.6 | 15.8 | 8.82* | -44.3 | -90.8 | 0.6
Cc1cc(C)n2nc(C(=O)OCC(=O)c3c[nH]c4ccccc34)nc2n1 | 3.2 | -4.9 | -13.3 | -13.4 | 2.0 | -0.141 | x | 16.1 | 0.0

(list continues)
SMILES | Rad51 HR inh | FXIa inh 1536 | Furin inhibitor | Thrombin inh | FXIIa inh | KCC2 mod | KLK5 inh | Calpain2 inh | PERK inh
CCC(=O)Nc1nc2nc(C)cc(=O)n2[nH]1 | x | -0.2 | -19.9[20 µM] | -8.9 | 7.5 | x | -4.0 | -3.8 | 2.2
CCn1c(COc2ccc(C)cc2)nnc1SCc1ccc(C#N)cc1 | -2.6 | -9.0 | -7.2[20 µM] | -4.6 | -28.4 | -1.67 | -8.5 | -4.1 | 1.0
O=C(NCCO)c1cccc(Cl)c1 | 11.3 | 3.0 | -17.1[20 µM] | 0.5 | 16.4 | x | -0.3 | -1.7 | -0.1
COC(=O)c1ccc(C2NC(C(=O)O)CS2)cc1 (stereo unspecified) | -4.8 | 1.7 | -13.0[20 µM] | 3.5 | 13.9 | x | -14.0 | -7.9 | 1.3
CCCCN(C(=O)c1ccc(OC(F)(F)F)cc1)c1c(N)n(CCC)c(=O)[nH]c1=O | 10.5 | 13.5 | -24.6 | x | 6.8 | 0.303 | 5.0 | -20.4 | 0.0
O=C(NCCc1nc2ccccc2[nH]1)c1cccc(Br)c1 | -2.6 | -3.6 | -16.7 | -8.6 | 7.2 | -0.52 | x | 36.8 | 0.2
CC(=O)c1cc(CN2C(=O)CCC2=O)cs1 | 3.2 | 4.5 | -23.7 | 8.8 | 11.4 | 0.266 | -4.7 | -6.1 | -0.2
NS(=O)(=O)c1ccc(NC(=O)C2C3C=CC(C3)C2C(=O)O)cc1 (stereo unspecified) | -1.6 | -4.9 | -27.8 | -11.8 | 2.3 | 0.418 | -2.9 | -10.8 | 1.4

A portion of the library (hit frequency here may not be typical).
